# Screening results as filed in PubChem BioAssay.
# KLK5 inh: human KLK5 protease inhibitors, primary screen, biochemical, 1536-well; Kallikrein-5 (Homo sapiens), Q9Y337; recombinant hK5, fluorogenic AMC substrate cleavage; inhibition, % at 5 µM; 210,000 tested, 0.59% active; AID 873, 2007;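 active means inhibition of 40% or more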;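 further: 0% = enzyme controls without compound and 100% = no-enzyme blanks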
# EBV gp42 inh: Epstein-Barr virus gp42 inhibitors, primary screen, biochemical, uHTS, fluorescence polarization | Glycoprotein 42 (Epstein-Barr virus (strain AG876)), Q1HVG2 | Fluorescence polarization binding assay, mP read-out | inhibition, % (tested at 21.74 µM) | 220,000 tested, 0.42% active; in the data active means inhibition above about 50%
# KCC2 mod: KCC2 cotransporter modulators, thallium flux, primary screen, cell-based, HEK293 KCC2, FluoZin-2 fluorescence, MLSMR; KCC2 cells, thallium flux FluoZin-2 fluorescence; B-score of Tl+ flux slope (higher = more flux/activation; lower = inhibition) at 10 µM; 190,000 tested, 2.2% active; AID 1456, 2008;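 active means thallium flux slope and its plate-corrected score both differing from the plate sample mean at a set confidence after two filtering rounds, in either direction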;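 further: slope of fluorescence scaled to starting intensity during 10 to 20 s after thallium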
# 14-3-3 Bad inh: inhibitors of 14-3-3 zeta/Bad binding, primary screen, biochemical, TR-FRET, bovine 14-3-3 zeta; 14-3-3 protein zeta/delta (Bos taurus), P63103; TR-FRET 14-3-3zeta/Dy647-pBad peptide displacement, 1 h; inhibition, % at 21.7 µM; 220,000 tested, 0.71% active;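 active means inhibition above about 70%, limit read from the data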;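 further: 0% = full 14-3-3 plus peptide FRET controls and 100% = background without 14-3-3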
# p47phox inh: p47phox/p22phox peptide binding inhibitors, primary screen, biochemical, uHTS, NADPH oxidase regulatory subunit. Neutrophil cytosol factor 1 (Homo sapiens), P14598. fluorescence polarization, 2 h. inhibition, % at 24.7 µM. 220,000 tested, 0.53% active;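 further: 0% = p47phox with labelled peptide and 100% = labelled peptide alone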
# thrombin 1536: human alpha-thrombin inhibitors, primary screen, counter-screen for coagulation protease inhibitor project, biochemical, 1536-well, fluorogenic AMC substrate. Prothrombin (Homo sapiens), P00734. Boc-VPR-AMC fluorogenic substrate cleavage. inhibition, % at 5 µM. 220,000 tested, 0.26% active;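 active means inhibition at or above 40%; inactive means inhibition below 40%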;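 further: 0% = enzyme with no compound and 100% = wells without enzyme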
#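 Material: human alpha-thrombin enzyme / Medium: pH 7.5 Tris (50 mM) with NaCl 150 mM, Tween 20 0.05% / Compound: single-point dosing at 5 µM, 0.2% DMSO / Incubation: enzyme reaction carried out at room temperature / Detection: AMC fluorescence, 355/460 nm / Read-out basis: percent inhibition scaled between no-compound controls and no-enzyme blanks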
# eIF4E-4G inh: eIF4E–eIF4G protein interaction inhibitors, primary screen, biochemical, uHTS, TR-FRET, eIF4GI fragment; TR-FRET eIF4E-eIF4GI(517-606) binding, 2 h; AID 782, 2007; inhibition, % at 21.7 µM; 220,000 tested, 0.37% active; Eukaryotic translation initiation factor 4E (Mus musculus) + Eukaryotic translation …;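 further: 0% = full FRET control wells and 100% = background wells lacking eIF4GI fragment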
# Target sequence (P63073 whole entry, looked up, the tested form may be a part): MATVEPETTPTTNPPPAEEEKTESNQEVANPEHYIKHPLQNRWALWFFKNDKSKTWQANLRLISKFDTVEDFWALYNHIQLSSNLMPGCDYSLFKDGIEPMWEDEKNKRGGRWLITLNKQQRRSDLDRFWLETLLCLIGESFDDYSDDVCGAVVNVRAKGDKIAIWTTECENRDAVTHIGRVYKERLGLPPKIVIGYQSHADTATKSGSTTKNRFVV
# Target sequence (Q04637 whole entry, looked up, the tested form may be a part): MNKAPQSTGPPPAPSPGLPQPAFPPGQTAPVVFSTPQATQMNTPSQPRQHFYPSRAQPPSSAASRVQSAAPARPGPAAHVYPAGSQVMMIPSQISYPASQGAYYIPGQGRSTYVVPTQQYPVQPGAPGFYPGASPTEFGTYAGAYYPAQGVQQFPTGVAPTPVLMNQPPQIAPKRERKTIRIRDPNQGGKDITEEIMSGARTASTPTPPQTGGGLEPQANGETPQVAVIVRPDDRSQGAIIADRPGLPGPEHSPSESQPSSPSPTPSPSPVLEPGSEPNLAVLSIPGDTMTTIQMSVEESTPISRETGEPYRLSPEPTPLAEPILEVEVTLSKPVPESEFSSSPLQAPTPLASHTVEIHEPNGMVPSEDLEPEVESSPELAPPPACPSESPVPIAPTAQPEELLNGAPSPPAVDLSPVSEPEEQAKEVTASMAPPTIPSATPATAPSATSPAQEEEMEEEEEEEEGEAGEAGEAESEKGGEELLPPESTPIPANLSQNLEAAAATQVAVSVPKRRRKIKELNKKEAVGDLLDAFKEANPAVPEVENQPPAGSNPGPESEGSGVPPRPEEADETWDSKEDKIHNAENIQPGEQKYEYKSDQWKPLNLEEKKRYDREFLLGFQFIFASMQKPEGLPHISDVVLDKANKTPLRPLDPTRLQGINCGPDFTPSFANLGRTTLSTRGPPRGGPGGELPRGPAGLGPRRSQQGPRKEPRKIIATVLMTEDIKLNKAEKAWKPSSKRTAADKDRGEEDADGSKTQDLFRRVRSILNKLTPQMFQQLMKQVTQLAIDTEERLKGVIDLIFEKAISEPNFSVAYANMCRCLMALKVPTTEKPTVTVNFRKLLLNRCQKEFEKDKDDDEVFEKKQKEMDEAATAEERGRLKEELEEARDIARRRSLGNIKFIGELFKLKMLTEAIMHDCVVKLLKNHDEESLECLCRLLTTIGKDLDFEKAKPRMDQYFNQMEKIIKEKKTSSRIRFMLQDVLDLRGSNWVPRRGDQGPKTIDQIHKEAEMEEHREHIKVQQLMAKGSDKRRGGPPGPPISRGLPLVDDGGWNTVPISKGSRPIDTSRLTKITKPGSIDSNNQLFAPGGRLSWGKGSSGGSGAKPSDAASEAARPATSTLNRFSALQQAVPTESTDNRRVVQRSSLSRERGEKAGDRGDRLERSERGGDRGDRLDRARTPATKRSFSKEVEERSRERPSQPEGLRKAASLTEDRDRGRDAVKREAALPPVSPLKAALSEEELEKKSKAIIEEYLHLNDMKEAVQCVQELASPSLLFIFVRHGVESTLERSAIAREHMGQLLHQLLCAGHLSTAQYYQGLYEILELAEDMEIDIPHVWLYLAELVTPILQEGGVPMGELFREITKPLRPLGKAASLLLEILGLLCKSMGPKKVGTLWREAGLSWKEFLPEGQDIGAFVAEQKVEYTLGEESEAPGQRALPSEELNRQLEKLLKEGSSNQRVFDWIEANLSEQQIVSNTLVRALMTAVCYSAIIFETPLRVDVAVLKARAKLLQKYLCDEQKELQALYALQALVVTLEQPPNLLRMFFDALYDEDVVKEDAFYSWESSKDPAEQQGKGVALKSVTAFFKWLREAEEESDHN
# Rad51 HR inh: human RAD51 strand exchange inhibitors, primary screen, biochemical, fluorescence | hRad51 DNA strand exchange, fluorescence dequenching | inhibition, % at 10 µM | DNA repair protein RAD51 homolog 1 (Homo sapiens), Q06609 | 200,000 tested, 0.085% active;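 active means inhibition above 40% at the single screening dose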;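 further: 0% = DMSO control wells and 100% = blanks with heterologous ssDNA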
#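 Test system: preformed human Rad51 ssDNA filaments. Compound dosing: single dose, 10 µM final compound. Incubation: filaments 15 min 37 °C, then compound 30 min. Technique: FRET fluorescence dequenching, excitation 485 nm, emission 520 nm. Read-out basis: percent inhibition from fluorescence, normalised to plate control and blank means. Benchmarks: plate controls and plate blanks.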
# Furin inhibitor: human furin inhibitors, primary screen, biochemical, fluorescence intensity; inhibition, % at 30 µM; 220,000 tested, 0.061% active; purified furin, fluorogenic substrate cleavage; AID 463115, 2010; P09958; in the data active means inhibition above about 25%; further: inactives centre near -15
# Numbers without * were called inactive; x = no result given; & = joins results of further samples; [ ] = remark or other dose.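 How the source made its calls, unless noted: active means inhibition above about 30% (limit read from the data); inactive means the rest.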 Compounds as they come; any-hit rate near 4.7%.
nr	SMILES	KLK5 inh	EBV gp42 inh	KCC2 mod	14-3-3 Bad inh	p47phox inh
1	Cc1ccc(NC(=S)N(CCCN2CCOCC2)Cc2ccco2)cc1	-5	-6	-0.3	-3	7
2	C[C@@H]1NC(=O)c2cc([N+](=O)[O-])cc(F)c2NCCC[C@@H](C(N)=O)NC(=O)[C@H](CC(N)=O)NC1=O	-3	3	0.097	-11	-2
3	COC(=O)c1ccc(NC(=O)CSc2nnc(COc3c(C)cccc3C)o2)cc1	-13	-15	0.56	-17[fluorescence artefact?]	-9
4	Cc1cccc(NC(=S)N(CCCN(C)C)Cc2cc3cc4c(cc3[nH]c2=O)OCO4)c1	-3	-20	-0.77	-9	-13
5	O=C(CSc1nc2ccccc2[nH]1)NC1CCS(=O)(=O)C1 (centres undefined)	1	0	-0.18	-3	-11
6	COc1ccc(S(=O)(=O)N2CCCCC2)cc1NCC(=O)Nc1ccc(C)cc1	4	-19	-0.87	2	-11
7	CC(=O)c1cccc(-n2nnnc2SCC(=O)Nc2cccc(NC(=O)c3ccco3)c2)c1	19	-14	-0.87	-5	-23
8	CS(=O)(=O)c1ccc2nc(NC(=O)CN3C(=O)C4CC=CCC4C3=O)sc2c1 (centres undefined)	4	-1	0.091	2	-3
9	COc1ccc(NCc2nnc(SCC#N)n2-c2ccccc2OC)cc1	-13	-14	0.38	-19	-11
10	Cc1ccccc1N(C(=O)Cn1nnc(-c2cccs2)n1)C(C(=O)NCCC(C)C)c1ccco1 (centres undefined)	2	-8	0.14	17[fluorescence artefact?]	-5
11	O=C(Nc1ccc2c(c1)OCO2)C(c1ccccc1)N1CCN(C(=O)c2ccco2)CC1 (centres undefined)	-17	7	0.37	10	10
12	CCN(C(=O)CN1C=NS(=O)(=O)c2ccccc21)c1ccccc1	-16	-12	-0.1	-9	0
13	O=C(c1ccc(COc2ccccc2Cl)o1)N1CCN(Cc2ccc3c(c2)OCO3)CC1	0&-3	0&7	-1.6	2&-6	-4&-3
14	CCCCc1cc(=O)oc2cc(C)cc(O)c12	-1	-13	-2.8	10	-2
15	O=C(Nc1ccccc1C(F)(F)F)c1cc(S(=O)(=O)N2CCC3(CC2)OCCO3)ccc1F	3	-18	0.12	7	-8

nr	thrombin 1536	eIF4E-4G inh	Rad51 HR inh	Furin inhibitor
1	-9	2	9	-17
2	2	-4[fluorescence artefact?]	-2	-15
3	-1	-5	5	-7[20 µM]
4	-14	2	2	-39
5	-2	-3	-1	-4[20 µM]
6	4	5	12	1
7	-4	-5	7	-16
8	0	-1	-19	-3
9	-8	-6[fluorescence artefact?]	-8	-20
10	1	-3	-5	-18[20 µM]
11	-6	2	-5	-32
12	-8	2	-10	-13
13	0&-7	1&-5	-11&0	-2&-25
14	-7	-4	2	-17[20 µM]
15	-2	1	-3	-28

# Of the compounds above, two have two or more sulfur atoms:
nr	SMILES	KLK5 inh	EBV gp42 inh	KCC2 mod	14-3-3 Bad inh	p47phox inh
5	O=C(CSc1nc2ccccc2[nH]1)NC1CCS(=O)(=O)C1 (centres undefined)	1	0	-0.18	-3	-11
8	CS(=O)(=O)c1ccc2nc(NC(=O)CN3C(=O)C4CC=CCC4C3=O)sc2c1 (centres undefined)	4	-1	0.091	2	-3

nr	thrombin 1536	eIF4E-4G inh	Rad51 HR inh	Furin inhibitor
5	-2	-3	-1	-4[20 µM]
8	0	-1	-19	-3

# New compounds follow
nr	SMILES	KLK5 inh	EBV gp42 inh	KCC2 mod	14-3-3 Bad inh	p47phox inh
16	Clc1ccc(CSc2nccn2Cc2ccccc2)cc1	0	-15	-1	2	-4
17	Cc1nn(-c2ccccc2)c(Cl)c1C(=O)NCCN(C)C	-6	-1	-0.0074	-5	-14
18	Cc1cccc(S(=O)(=O)c2c(N)n(-c3ccccc3)c3nc4ccccc4nc23)c1	-37	8	-0.067	2	-51
19	Cc1c(Cl)c(C(F)(F)F)nn1CC(=O)NCc1ccco1	1	4	-0.46	-10	8
20	COc1ccc(O)c(/C=N/NC(=S)Nc2cccc(S(=O)(=O)N(C)C)c2)c1	-81	3	-0.055	2	-27
21	COc1ccc(NCC(=O)N/N=C/c2c(C)nn(Cc3ccccc3)c2Cl)cc1	-32	-5	0.31	7[fluorescence artefact?]	-9
22	COC(=O)c1ccc(CSc2nc3c(c(=O)n2-c2ccccc2)SCC3)o1	-3	-16	-2.2	17	-8
23	CCOc1cc(CNC2CCCC2)cc(Cl)c1OCc1ccccc1	-3	-21	0.49	8[fluorescence artefact?]	-17
24	O=C1CC(N2C(=O)/C(=C/C=C/c3ccccc3)SC2=S)C(=O)N1c1ccccc1 (centres undefined)	-17	0	-0.4	-9	-16
25	N#CC1=C(N)Oc2cc(N)ccc2C1c1cccnc1 (centres undefined)	-4	0	0.27	-6	-10
26	COC(=O)c1c(NC(=O)c2cnccn2)sc2c1CCC2	-11	-33	1.2	-1	-1
27	O=C(c1ccc(-c2cc(Cl)ccc2Cl)o1)N1CCOCC1	7	-9	-1.2	-3	-6
28	COc1ccc(NC(=O)CN2C(=O)C(c3ccccc3)=NC23CCCCCC3)cc1	-5	-1	0.27	-2	-7
29	CC(=O)Nc1ccc(NC(=O)CCn2nnc3ccccc32)cc1	5	-22	-0.18	-8	-4
30	CCO[C@H]1OC(C(=O)NCc2ccccc2)=C[C@@H](c2ccc3c(c2)OCO3)[C@@H]1CCCO	0	-7	0.63	5	-7

nr	thrombin 1536	eIF4E-4G inh	Rad51 HR inh	Furin inhibitor
16	1	-2	0	-17
17	-2	-3	-2	-7
18	-8	0	x	-33
19	-9	-4	0	8
20	-3	-21	18	-8
21	-14	2[fluorescence artefact?]	-3	-10
22	2	-1[fluorescence artefact?]	-4	-5
23	0	-6[fluorescence artefact?]	1	-11
24	-1	-4	-8	3
25	2	5	x	-13
26	5	-8	x	-9[20 µM]
27	-3	1	3	-26
28	-2	3	1	-4
29	1	4	15	-18
30	-6	-2	1	-14

# Single records, as listed above. Order of screens: KLK5 inh, EBV gp42 inh, KCC2 mod, 14-3-3 Bad inh, p47phox inh, thrombin 1536, eIF4E-4G inh, Rad51 HR inh, Furin inhibitor
# Results for `COc1ccc(O)c(/C=N/NC(=S)Nc2cccc(S(=O)(=O)N(C)C)c2)c1` → -81, 3, -0.055, 2, -27, -3, -21, 18, -8
# Results for `Cc1nn(-c2ccccc2)c(Cl)c1C(=O)NCCN(C)C` → -6, -1, -0.0074, -5, -14, -2, -3, -2, -7
# Results for `Cc1cccc(S(=O)(=O)c2c(N)n(-c3ccccc3)c3nc4ccccc4nc23)c1` → -37, 8, -0.067, 2, -51, -8, 0, x, -33
# Results for `Clc1ccc(CSc2nccn2Cc2ccccc2)cc1` → 0, -15, -1, 2, -4, 1, -2, 0, -17
# Results for `COC(=O)c1ccc(CSc2nc3c(c(=O)n2-c2ccccc2)SCC3)o1` → -3, -16, -2.2, 17, -8, 2, -1[fluorescence artefact?], -4, -5

# Other structures
nr	SMILES	KLK5 inh	EBV gp42 inh	KCC2 mod	14-3-3 Bad inh	p47phox inh
31	Cc1cc(C)n(CC(O)COc2ccc3ccccc3c2)n1 (centres undefined)	-2	0	-0.95	6	-6
32	COC(=O)c1ccc(OCCn2cnc3ccccc3c2=O)cc1	3	-13	0.4	2	-4
33	O=[N+]([O-])/C(C(=C(Cl)Cl)N1CCOCC1)=C1\NCCO1	-7	-6	0.22	-4	-4
34	O=C(Cc1cccc(C(F)(F)F)c1)NCC(c1ccco1)N1CCCCC1 (centres undefined)	-1	1	-0.44	89*	-21
35	O=c1cccc2n1Cc1cc3ccccc3nc1-2	-83	-23	0.17	12	-8
36	O=C1CN(c2nc(-c3ccccc3)c3cc(Br)ccc3n2)c2ccccc2N1	-4	-29	x	16[fluorescence artefact?]	-25
37	Clc1ccc(C(c2ccccc2)N2CCNCC2)cc1 (centres undefined)	-6	0	-0.009	-9	-13
38	CC1CCc2sc(NC(=O)C3CC(Cl)=CCC3C(=O)O)c(C#N)c2C1 (centres undefined)	-5	-1	x	5	1
39	CN(C)c1c(F)cc(-c2nn[nH]n2)cc1F	-2	-8	x	1	6
40	CCOC(=O)n1c(=O)n(C)c2ccc(Cl)cc21	-6	-7	x	-12	-6
41	N=C1C(c2nc(-c3cccc([N+](=O)[O-])c3)cs2)=C(O)CN1NC(=O)c1ccco1	-4	-23	0.19	-5	-11
42	COc1cccc(-c2cc(C(=O)Nc3cc(OC)c(OC)c(OC)c3)no2)c1	2	-6	-0.041	-8	-10
43	CCOC(=O)N1CCN(S(=O)(=O)c2cccc3ccc(C)nc23)CC1	-18	-22	-0.95	-6	-9
44	CCOC(=O)c1c(NC(=O)CN2CCCCC2)sc(C)c1C	-5	6	0.26	-14	-6
45	Cc1cc(NC(=O)CCC(=O)N(CC(=O)NCC2CCCO2)c2ccc3c(c2)OCCO3)no1 (centres undefined)	-13	-9	0.13	0	-11

nr	thrombin 1536	eIF4E-4G inh	Rad51 HR inh	Furin inhibitor
31	-13	-1	-9	-21
32	5	-16	-3	-9
33	5	8	7	-11
34	-5	-4	-1	-33
35	-16	5	2	-74
36	-1	-38[fluorescence artefact?]	x	-20[20 µM]
37	4	-2	-7	-8[20 µM]
38	3	4	-4	-7
39	-5	5	13	-15
40	-9	-4	6	-24
41	-3	5	2	-20
42	5	7	x	-21[20 µM]
43	2	6	-6	-10[20 µM]
44	5	-8	3	-14
45	-2	-1	0	-15[20 µM]

nr	SMILES	KLK5 inh	EBV gp42 inh	KCC2 mod	14-3-3 Bad inh	p47phox inh
46	COc1cc2c(cc1NC(=O)C(C)Sc1ccc(NC(C)=O)cc1)oc1ccccc12 (centres undefined)	2	-13	-0.46	-2	-21
47	COc1ccccc1-n1cnc2c(c1=O)c1nc3ccccc3nc1n2CCc1ccccc1	1	-22	0.78	-3	-94
48	Cc1cc(S(=O)(=O)n2cnc3cc([N+](=O)[O-])ccc32)ccc1Cl	-20	-13	0.7	2[fluorescence artefact?]	-5
49	CN(C)c1cccc(C(=O)Nc2cc(C(F)(F)F)ccc2-n2cnc3ccccc32)c1	6	15	0.53	-11	-9
50	Cc1nc(SCC(=O)NCCc2ccc(Cl)cc2)nc(C)c1C	-11	-8	-0.3	-2	-2
51	Cc1nn(-c2ccccc2)c2sc(-c3n[nH]c(=S)o3)cc12	-5	-16	6.3*	3[fluorescence artefact?]	-52
52	Cc1nn(CC(=O)OCC(=O)Nc2ccccc2[N+](=O)[O-])c(C)c1[N+](=O)[O-]	-9	1	0.69	15[fluorescence artefact?]	-8

nr	thrombin 1536	eIF4E-4G inh	Rad51 HR inh	Furin inhibitor
46	4	0	x	-10
47	5	8	x	-17
48	-7	11[fluorescence artefact?]	-8	-8
49	-8	0	0	-2
50	-4	-1	-6	-15[20 µM]
51	-1	12[fluorescence artefact?]	3	-41
52	-9	0	1	3
